CHT PAM – allosterically activates the human high affinity choline transporter; Q9GZV3; CHT-expressing cells, membrane potential dye, choline EC20; stronger effect = higher value; LV-AA mutant CHT in HEK293 cells; 310,000 compounds, 0.49% hits; B-score at 10 µM;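 active = initial fluorescence not abnormally high and integrated response B-score, plate-corrected, over 3 SD above library mean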
Target sequence (Q9GZV3 whole entry, looked up): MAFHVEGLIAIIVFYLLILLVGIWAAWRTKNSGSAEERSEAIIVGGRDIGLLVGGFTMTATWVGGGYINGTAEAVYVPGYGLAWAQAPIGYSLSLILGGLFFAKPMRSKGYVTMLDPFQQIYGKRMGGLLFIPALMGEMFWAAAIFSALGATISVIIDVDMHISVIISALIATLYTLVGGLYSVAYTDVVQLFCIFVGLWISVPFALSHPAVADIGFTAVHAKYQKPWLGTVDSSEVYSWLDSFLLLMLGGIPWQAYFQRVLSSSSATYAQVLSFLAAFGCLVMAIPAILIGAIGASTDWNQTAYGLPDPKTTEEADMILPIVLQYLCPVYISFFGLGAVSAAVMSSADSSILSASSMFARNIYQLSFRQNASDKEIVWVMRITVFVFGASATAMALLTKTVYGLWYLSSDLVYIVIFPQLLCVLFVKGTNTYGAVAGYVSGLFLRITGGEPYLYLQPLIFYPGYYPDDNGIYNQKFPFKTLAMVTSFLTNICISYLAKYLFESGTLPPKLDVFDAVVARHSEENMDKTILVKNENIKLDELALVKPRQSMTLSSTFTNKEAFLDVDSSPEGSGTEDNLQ
OX1R antagonist – blocks the human orexin 1 receptor. CHO/OX1R cells, Fluo-8 calcium fluorescence, orexin A. 330,000 compounds, 0.43% hits. AID 434989. inhibition, % at 5 µM. O43613;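 active = inhibition above its plate's threshold, mean inhibition of all tested compounds on the plate plus 3 SD, cut at about 37% in these data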;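 also: 0% = orexin A challenge wells and 100% = SB-334867-A antagonist wells; not every result past the cut was called active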
Target sequence (O43613 whole entry, looked up): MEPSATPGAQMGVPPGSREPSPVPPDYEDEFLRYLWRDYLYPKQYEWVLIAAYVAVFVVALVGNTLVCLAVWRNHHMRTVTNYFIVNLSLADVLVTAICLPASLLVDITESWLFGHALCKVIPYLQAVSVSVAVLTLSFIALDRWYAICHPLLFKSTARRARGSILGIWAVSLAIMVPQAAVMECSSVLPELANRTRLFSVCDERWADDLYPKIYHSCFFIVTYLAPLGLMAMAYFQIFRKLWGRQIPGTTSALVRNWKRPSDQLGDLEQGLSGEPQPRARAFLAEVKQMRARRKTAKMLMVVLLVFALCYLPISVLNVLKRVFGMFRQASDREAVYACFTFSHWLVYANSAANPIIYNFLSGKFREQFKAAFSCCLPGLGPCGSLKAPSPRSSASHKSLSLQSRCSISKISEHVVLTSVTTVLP
Starred values were filed as active, the others as inactive; i = inactive; . = not tested or not shown; & = joins results of further samples.

canonical_smiles | CHT PAM | OX1R antagonist
COc1cc(C2C(C(C)=O)=C(O)C(=O)N2CCc2c[nH]c3ccccc23)ccc1O (configuration not stated) | i | -14
CCOC(=O)C1(Cc2cccc(F)c2)CCN(Cc2nc(CC)[nH]c2C)CC1 | i | -24
COc1ccc(Cl)cc1C(=O)Nc1ccc(S(N)(=O)=O)cc1 | i | 2
Fc1cccc2sc(Nc3nc4ccccc4s3)nc12 | i | 36*
Cc1ccc(S(=O)(=O)N2CCC(=O)N(C(COCc3ccc(Cl)c(Cl)c3)Cc3ccccc3)CC2)cc1 (configuration not stated) | i | -25
O=C(COc1ccc(S(=O)(=O)N2CCOCC2)cc1)Nc1ccccc1Cl | i | -9
Cc1nc2ccsc2c(=O)n1-c1cccc(Cl)c1 | i | -19
CCOc1ccc2nc(NCCCO)[nH]c2c1 | i | -5
Cc1ccc(C2NCCS2)cc1 (configuration not stated) | i | -14
CC(=O)c1ccc(NC(=S)NC(=O)CC(C)C)cc1 | i | 3
COCCN(Cc1ccccc1)C(=O)C1CCN(S(=O)(=O)c2ccc3c(c2)OCCO3)CC1 | . | 14
COc1cc(/C=N/Nc2nc3ccccc3[nH]2)cc(OC)c1O | i | 9
CCOC(=O)N/N=C/c1ccc(OCCSc2ccc(Cl)cc2)c(OCC)c1 | i | -3
COc1ccccc1C(=O)N/C(=C/c1ccc(Br)cc1)C(=O)NCCO | i | -17
COc1ccc(NC(=O)c2ccc(NC(=O)COC(=O)c3cnc(C)cn3)cc2)cc1 | i | 31
COC(=O)C(NC(=O)c1c(C)nn(C)c1Cl)c1ccccc1 (configuration not stated) | i | -10
O=C(O)c1cc(S(=O)(=O)Nc2ccc3oc(=O)sc3c2)ccc1O | i | -8
O=C(Nc1ccc(Cl)cc1C(=O)Nc1ccccn1)c1ccco1 | i | -22
Cc1c(C(=O)OCC(=O)N(CCC#N)c2ccccc2)oc2c1ccc1ccccc12 | i | 5
CCCCCN(C(=O)CCC(=O)OCc1ccccc1C(F)(F)F)c1c(N)n(CCCC)c(=O)[nH]c1=O | i | -24
Cc1cccc(NC(=O)c2nc[nH]c2C(=O)N(C)Cc2ccccc2)c1 | . | -17
Nc1nnn(CC(=O)N/N=C/c2cccc(Cl)c2)n1 | i | -2
COc1ccc(/C=C/C(=O)N2CCNC(=O)C2)c(OC)c1 | i | 9
CC1CCCCC12NC(=O)N(CC(=O)Nc1ccc(N3CCOCC3)cc1)C2=O (configuration not stated) | i | -2
Cc1c(C(=O)NCCSCc2ccccc2)cccc1[N+](=O)[O-] | i | -27
C=CCNC(=S)NN(c1ccccc1)c1ccccc1 | i | -10
O=C(Nc1nc(-c2ccccc2)nc2ccccc12)c1ccc(F)cc1 | i | -14
Cc1ccccc1Nc1n[nH]c(C)c1[N+](=O)[O-] | i | -11
Cn1cccc1Cc1nnc(SCC(=O)N2CCOCC2)n1CCc1ccccc1 | i | -3
O=C(N/N=C/c1ccc([N+](=O)[O-])cc1)c1ccc2nc[nH]c2c1 | i | -6

Quoted at random: seven records from the list, in no set order.
canonical_smiles | CHT PAM | OX1R antagonist
C=CCNC(=S)NN(c1ccccc1)c1ccccc1 | i | -10
COc1ccc(Cl)cc1C(=O)Nc1ccc(S(N)(=O)=O)cc1 | i | 2
O=C(Nc1ccc(Cl)cc1C(=O)Nc1ccccn1)c1ccco1 | i | -22
O=C(O)c1cc(S(=O)(=O)Nc2ccc3oc(=O)sc3c2)ccc1O | i | -8
COc1ccc(NC(=O)c2ccc(NC(=O)COC(=O)c3cnc(C)cn3)cc2)cc1 | i | 31
Cc1ccccc1Nc1n[nH]c(C)c1[N+](=O)[O-] | i | -11
Cc1nc2ccsc2c(=O)n1-c1cccc(Cl)c1 | i | -19

Next results
canonical_smiles | CHT PAM | OX1R antagonist
CCCOC1CCCN(C(=O)c2cc(COc3ccc(-n4cncn4)cc3)on2)C1 (configuration not stated) | i | -5
CC(C)C(=O)Nc1ccc(Nc2ccccc2)cc1 | i | -14
COc1cc(NC(=O)C(=O)NCCN2CCNCC2)c(OC)cc1Cl | i | -31
Cc1ccccc1C(=O)O/N=C/c1c(N2CCOCC2)n(C)c2ccccc12 | i | -13
Cc1ccc(S(=O)(=O)NCCC(=O)OCC(=O)N(Cc2ccccc2)C(C)(C)C)cc1C | i | -26
O=C(Nc1ccc(Br)c2cccnc12)c1ccc(Cn2cc([N+](=O)[O-])cn2)o1 | i | -10
CN(C)C=Nc1ncc2c3ccccc3n(Cc3ccccc3)c2c1C#N | i | -15
CC1(C)CC(=O)c2sc(N)nc2C1 | i | -10
O=C1C=C(N2CCCCC2)C2(CCCCC2)O1 | i | -13
COc1cc(/C=N/NC(=O)C2COc3ccccc3O2)cc(OC)c1OC (configuration not stated) | i | -14
COc1ccc(CNC(=O)c2cccc3c2C(=O)N(Cc2cccnc2)C3)cc1 | i | -18
Cc1csc2ncc(C(=O)Nc3ccc(C(F)(F)F)cc3)c(=O)n12 | i | -4
O=C(CN1CCc2ccccc21)Nc1ccc2c(c1)OCO2 | i | 1
Cc1ccc(S(=O)(=O)NCCN=Cc2ccc(N(C)C)cc2)cc1 | i | -23
Cc1ccc(CN2CCN(C(=O)CCN3C(=O)c4ccccc4C3=O)CC2)cc1 | i | -14
Cc1ccc(-n2nc(C)c(NC(=O)COC(=O)c3ccccc3NCCO)c2C)cc1 | i | -29
Cc1[nH][nH]c(=O)c1C(c1ccc(O)c([N+](=O)[O-])c1)c1c(C)[nH][nH]c1=O | i | 1
O=C(CCCCCn1c(=O)[nH]c2ccccc2c1=O)NCCc1c[nH]c2ccccc12 | i | 7
COCCCNC(=O)C1CC(=O)N(c2ccc(C)cc2)C1 (configuration not stated) | i | -13
Cc1oc(-c2ccccc2)nc1CS(=O)CC(=O)O (configuration not stated) | i | -23
CCc1nnc(N2C(=O)c3cccc4cccc(c34)C2=O)s1 | i | -16
Cc1ccc[n+](CC(=O)Nc2cccc([N+](=O)[O-])c2)c1 | i | -2
COc1ccc(N(C(C)=O)c2nc3ccccc3[nH]2)cc1 | i | -11
O=c1c2cc(Br)ccc2nc(-c2cccc(Cl)c2)n1O | i | 2
O=C(NCCCN1CCOCC1)C1CCN(S(=O)(=O)c2cccc(Cl)c2Cl)CC1 | i | -13
COc1cccc(Oc2ccc(N)cc2)c1 | i | -4
C/C(=N\NC(=O)c1ccco1)c1cccc2ccccc12 | i | 1
COCCNC(=S)N1CCC(NC(=O)c2ccco2)CC1 | i | 4
COc1ccc(OC)c(NC(=O)CCN2CCN(Cc3ccccc3)CC2)c1 | i | -3
COc1ccc(NC(=O)CSc2nccn2Cc2ccccc2)c(OC)c1 | i | -11
CS(=O)(=O)N(CC(=O)NCc1ccco1)c1cc(C(F)(F)F)ccc1Cl | i | -23
CCc1cc(C(=O)N2CCCC(CCC(=O)NCc3cccc(OC)c3)C2)no1 (configuration not stated) | i | -28
O=C(Nc1nccs1)c1ccc(-c2cccc([N+](=O)[O-])c2)o1 | i | -15
Cc1ccc(C)c(Cn2nnc3c(=O)[nH]c(C4CCCN(C(=O)CC(C)C)C4)nc32)c1 (configuration not stated) | i | -44
CCN(CC)S(=O)(=O)c1ccc(C(=O)OCn2nnc3ccccc3c2=O)cc1 | i | 15
COc1ccc(N2C(=O)CC2(/C=C/c2ccccc2OC)C(=O)NC2CCCC2)cc1 (configuration not stated) | i | -24
Cc1ccc(C(=O)/C=C\NCc2ccccc2)cc1 | i | -18
O=C(CSc1cc([N+](=O)[O-])cc(S(=O)(=O)Cc2ccccc2)c1)NC1CC1 | i | -6
COc1ccc(OCCCC(=O)N(C)CC(=O)Nc2ccccc2Cl)cc1 | i | -15
O=C(Cc1cccs1)N1CCN(S(=O)(=O)c2ccc(F)cc2)CC1 | i | -17
C=C(C)C(=O)Oc1ccc(N2C(=O)CCC2=O)cc1 | i | -13
Cc1ccc2ccccc2c1Cn1c(-n2ccnc2)nc2c1c(=O)n(C)c(=O)n2C | i | -25
O=C(CCN1CCCCC1)NCC1OCCc2ccccc21 (configuration not stated) | i | -6
Cc1cc(C)n(CC(=O)NNC(=O)CCCOc2ccc(Cl)c(C)c2)n1 | i | -11
Cc1ccc(S(=O)(=O)NC2CC(C)(C)NC(C)(C)C2)c(C)c1C | i | -18
c1csc(-c2nn3c(Cn4cnc5ccccc54)nnc3s2)c1 | i | -15
CCCCCCCCCCCCN1[C@@H](CC(C)=O)c2cc(F)cc(F)c2S1(=O)=O | i | 0
Cc1ccc(NC(=O)CCNC(=O)c2ccc([N+](=O)[O-])cc2)cc1S(=O)(=O)N1CCOCC1 | . | -12
CCCCN(CC)S(=O)(=O)c1ccc(C(=O)Nc2nnc(COC)o2)cc1 | i | -22
CSc1cccc(N2CC(C(=O)Nc3ccccc3N3CCCC3)CC2=O)c1 (configuration not stated) | i | -28

(more compounds)
canonical_smiles | CHT PAM | OX1R antagonist
CCCc1cc(C(=O)Nc2sc(C)c(CC)c2C#N)no1 | i | -34
Cc1cccc(NC(=O)CSCC(=O)Nc2sccc2C#N)c1 | i | -5
CN1C(=O)/C(=C2\SC(=S)N(CCCCCC(=O)O)C2=O)c2ccccc21 | i | 1
Cc1ccc(NC(=O)CCn2nnc3ccccc32)cc1 | i | -3
O=C(CCN1C(=O)C2C3C=CC(C3)C2C1=O)Nc1ccc(F)cc1 (configuration not stated) | i | 0
O=c1ccc2cc(O)c(O)cc2o1 | i | -8
O=C(NC1CC1)C1CC(=O)N(c2ccc(F)cc2)C1 (configuration not stated) | i | -4
Cc1ccc2oc(=O)n(CC(=O)c3ccc(F)cc3)c2c1 | i | -17
CN1C(=O)/C(=C2/C=CC=CN2C)OC1=S | i | -3
COc1ccc(CCNC(=O)c2cc(-c3ccccc3OC)on2)cc1OC | i | -35
COc1ccc(S(=O)(=O)NCC2CCCN(C(=O)CN3CCCCC3)C2)cc1 (configuration not stated) | i | -12
COc1ccc(/C=N/Nc2cc(C)nc(N3CCOCC3)n2)cc1OC | i | -11
O=C(NC(=S)Nc1ccccc1O)c1cccnc1 | i | -8
O=C(Nc1nnc(CCN2CCCCC2)s1)c1cccc(Cl)c1 | i | 6
CCSc1nnc(NC(=O)COc2ccc(Cl)cc2)s1 | i | -32
CC(=O)c1cccc(CN2CCC(C(=O)Nc3cccc(-c4ccn[nH]4)c3)CC2)c1 | i | -14
Fc1ccc2cnc(-c3ccccc3)c(-c3cccc(C(F)(F)F)c3)c2c1 | . | -42
COc1ccc(C2(c3ccc(OC)cc3)NC(=O)N(CC(=O)Nc3ccc(C(=O)N(C)C)cc3)C2=O)cc1 | i | -17
CCn1c(SCCOc2ccc(OC)cc2)nnc1C(CO)NC(=O)c1ccc(OC)cc1 (configuration not stated) | i | -23
CCC(c1nnnn1CCOC)N1CCN(c2cccc(C(F)(F)F)c2)CC1 (configuration not stated) | i | -13
CC(=O)N1CCN(S(=O)(=O)c2ccc3c(c2)CC(=O)N3)CC1 | . | -22
c1ccc(Oc2nnc(-c3cccs3)c3ccccc23)cc1 | i | -16
CN1CC(=O)N=C1N | i | -1&-12
COCCCN1CC(=O)N2Cc3[nH]c4ccccc4c3C[C@H]2C1=O | i | 6
O=C(NCC(Cl)c1ccc2ccccc2c1)c1c(F)cccc1F (configuration not stated) | i | -22
CC1=C(C#N)CCC(=O)N1Cc1ccc(C)cc1 | i | -18
Cc1nn(-c2ccccc2)c(C)c1NC(=O)COC(=O)Cc1cccc(C(F)(F)F)c1 | i | -19
CC(C)N(Cc1nc(-c2ccc(Cl)cc2)no1)C(=O)CN(C)S(=O)(=O)c1ccc(Cl)cc1 | i | -37
COc1ccc(S(=O)(=O)N2CC3CCCN3c3cc(C(F)(F)F)ccc32)cc1 (configuration not stated) | i | -27
CC(=O)c1sc(NC(=O)COc2ccc(C(C)C)c(C)c2)nc1C | i | -20
Cc1ccnc(N2CCN(C(=O)CSc3nc4ccccc4nc3N3CCC(C)CC3)CC2)c1 | i | -49
O=C(Nc1nnc(COc2ccc(Br)cc2)s1)c1ccco1 | i | -23
N#Cc1cc2c(nc1SCc1ccc(Cl)nc1)CCCCC2 | i | -32
C/C(=N\NC(=O)C1CC1)c1ccc2c(c1)OCCO2 | i | -5
CCOC(=O)c1csc(NC(=O)CSc2nnnn2-c2cccc(OC)c2)n1 | i | -11
Cc1ccc(S(=O)(=O)Nc2cccc(C(=O)NCc3ccccn3)c2)cc1F | i | -25
O=C(CCCn1c(=S)[nH]c2cc3c(cc2c1=O)OCO3)N1CCN(c2ccc(Cl)cc2)CC1 | i | -26
CCOC(=O)C(C)Sc1nnc(Cc2cc(=O)[nH]c(=O)[nH]2)n1-c1cccc(OC)c1 (configuration not stated) | i | 5
CCOC(=O)c1cc(-c2cccnc2)nn1-c1ccccn1 | i | -14
CC(=O)C1=C(O)C(=O)N(c2ccc(O)cc2)C1c1ccccc1 (configuration not stated) | i | -9
Cc1ccc(-n2c(-c3ccc(Br)cc3)c[n+]3c2CCc2ccc4cccnc4c2-3)cc1 | i | 90*
CCc1ccc(NC(=S)Nc2cc(C(=O)O)ccc2N2CC3CC(C2)c2cccc(=O)n2C3)cc1 (configuration not stated) | i | -4
COc1ccc2c(c1)nc(NCCO)n2C | i | -6
Cc1ccc(CN2C(=O)c3ccccc3C2C(=O)NCC2CCCO2)cc1 (configuration not stated) | i | -18
CC(=O)c1ccc(NC(=O)CSCCO)cc1 | i | -3
COc1ccc(OC)c(S(=O)(=O)NCC(c2ccc3c(c2)OCO3)N2CCOCC2)c1 (configuration not stated) | i | -19
CCOc1cccc(-c2nnc(SCC(=O)NC3CC3)n2C)c1 | i | 3
Cc1nc(-c2coc3cc(O)c(C)cc3c2=O)cs1 | i | 33

Screening data: PubChem, several laboratories
